# Screens (PubChem BioAssay)
# TRPC4 act = TRPC4 (mouse) channel activation. Q9QUQ5. HEK293 TRPC4beta/mu-opioid, Fluo4 calcium fluorescence; stronger effect = higher value. B-score at 10 µM. hit rate 0.49% among 310,000;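 active means B-score above 5 SD of library B-scores, and initial fluorescence ratio not above library mean plus 5 SD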;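 further: positive B-score marks a calcium rise read as TRPC4 activation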
#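 Material: TRPC4beta and mu-opioid receptor HEK293 stable cells | Incubation: 45 min room-temperature Fluo4 loading, 110 s read | Detection: Kinetic Fluo4 calcium fluorescence | Measure: Integrated baseline-normalised fluorescence ratio, converted to per-well B score | Benchmarks: Low control buffer alone, high control maximal DAMGO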
# MrgX1 ag = activates human MrgX1 receptor signaling | Q96LB2 | MrgX1-HEK293 cells, Fluo-4 calcium fluorescence, agonist mode; stronger effect = higher value | B-score at 10 µM | hit rate 0.44% among 310,000 | AID 588627;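 active means calcium response B-score plate-corrected fluorescence ratio at least 3 library SD, with starting fluorescence B-score inside 5 SD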
# Target sequence (Q96LB2 whole entry, looked up): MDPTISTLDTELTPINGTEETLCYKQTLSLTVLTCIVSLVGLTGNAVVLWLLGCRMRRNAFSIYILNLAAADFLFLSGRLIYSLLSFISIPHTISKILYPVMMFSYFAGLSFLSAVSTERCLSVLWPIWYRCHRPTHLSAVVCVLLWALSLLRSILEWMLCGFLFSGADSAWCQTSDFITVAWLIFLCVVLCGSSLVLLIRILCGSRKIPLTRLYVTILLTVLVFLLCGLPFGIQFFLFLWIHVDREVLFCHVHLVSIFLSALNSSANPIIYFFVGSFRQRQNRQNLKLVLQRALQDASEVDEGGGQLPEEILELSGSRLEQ
#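 System: HEK293 cells stably expressing human MrgX1 receptor; Dosing: test compound in the initial addition of three; Schedule: overnight plating, then 30 min 37 °C plus 30 min room-temperature dye loading; Detection: kinetic calcium dye fluorescence, Fluo-4 NW; Controls: per-plate positive and negative controls for Z′ factor.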
# TRPC6 act = activates the mouse TRPC6 cation channel. HEK293-TRPC6 membrane potential dye fluorescence; stronger effect = higher value. AID 2550. B-score at 10 µM. Q61143. hit rate 0.13% among 310,000;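 active means B-score of the integrated fluorescence ratio above library mean plus 3 SD, and starting fluorescence ratio within library mean plus 5 SD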;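 further: higher score means more depolarization so channel activation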
# RGS4 inh = human RGS4 inhibition | P49798 | HEK293 M3R/RGS4 inducible, Fluo-4 calcium flux; stronger effect = higher value; triggered by carbachol at its EC20 | hit rate 0.45% among 310,000 | B-score at 10 µM;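 active means B-score, a plate-corrected calcium signal, over three deviations above library mean, with baseline fluorescence within five deviations of library mean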;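 further: RGS4 expression induced by doxycycline in cells with stable M3 receptor; B-score is computed from the integrated fluorescence ratio over baseline after carbachol; higher B-score means a larger calcium signal and so more RGS4 inhibition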
# Target sequence (P49798 whole entry, looked up): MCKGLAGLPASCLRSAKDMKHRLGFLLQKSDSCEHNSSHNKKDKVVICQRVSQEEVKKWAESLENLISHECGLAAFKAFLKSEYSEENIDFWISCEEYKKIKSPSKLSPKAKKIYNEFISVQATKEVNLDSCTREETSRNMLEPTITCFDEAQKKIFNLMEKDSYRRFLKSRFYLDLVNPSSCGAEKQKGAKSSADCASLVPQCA
# TRPC4 PAM = allosteric potentiators of mouse TRPC4 channel. Q9QUQ5. HEK293 TRPC4beta/mu-opioid, DAMGO EC20, Fluo-4 Ca2+ flux; stronger effect = higher value. B-score at 10 µM. hit rate 0.42% among 310,000. AID 2227;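 active means B-score of calcium response area above 5 SD of library B-scores, with initial fluorescence ratio within 5 SD of library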;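 further: B-score of integrated fluorescence ratio over time as area under calcium response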
# TMEM16A act = mouse TMEM16A channel activation, primary screen. Q8BHY3. hit rate 0.3% among 340,000. HEK293 TMEM16A/YFP-H148Q/I152L, iodide quench fluorescence; stronger effect = lower value. B-score at 10 µM. AID 623877;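 active means fluorescence-ratio B-score plate-corrected deviation score at least 3 library SD below zero, with starting fluorescence score within 5 deviations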;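 further: channel opened by trigger with iodide after compound preincubation; score built on the fluorescence ratio of max minus min over baseline; more negative score means more quench and so TMEM16A activation or potentiation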
# MrgX1 allo act = human MrgX1 positive allosteric modulation, primary screen. Q96LB2. MrgX1-HEK293, Fluo-4 calcium flux, FDSS; stronger effect = higher value. B-score at 10 µM. hit rate 0.63% among 310,000. AID 588675;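 active means plate-corrected calcium response at least 3 library SD above typical, normal starting fluorescence, not activating the receptor alone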;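 further: compound read alongside a low EC10 to EC30 dose of BAM8-22 agonist; peak minus trough fluorescence over baseline measured at the second addition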
# MrgX1 antagonist = blocks BAM8-22 activation of human MrgX1 receptor; Q96LB2; MRGX1-HEK293 calcium flux, Fluo-4, BAM8-22 antagonism; stronger effect = lower value; B-score at 10 µM; hit rate 1.3% among 310,000; AID 588676;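 active means calcium-response B-score plate-corrected more than 3 library SD below zero, starting fluorescence within 5 deviations, no agonist response on first addition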;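 further: peak minus trough fluorescence over baseline after final BAM8-22 challenge near maximal dose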
# TMEM16A inh = mouse TMEM16A channel inhibition, primary screen; HEK293 TMEM16A/YFP iodide influx fluorescence, ionomycin; hit rate 1.2% among 310,000; normalized B-score (activity score, 25-100; higher = stronger inhibition) at 10 µM;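 active means ratio plate-corrected score three or more library SD toward inhibition, starting fluorescence score within five deviations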;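 further: score derived from kinetic fluorescence span divided by baseline fluorescence per well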
# TRPC4 block = inhibitors of mouse TRPC4 channel | Q9QUQ5 | HEK293 TRPC4beta/mu-opioid, DAMGO-evoked Fluo4 calcium flux; stronger effect = lower value | B-score at 10 µM | hit rate 0.39% among 300,000;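 active means B-score over 3 SD under the library average, no early fluorescence shift, positive overall ratio signal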
#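 Signal: kinetic Fluo4 fluorescence imaging of calcium influx. Material: stable TRPC4beta/mu-opioid receptor HEK293 cells. Probe or stimulus: DAMGO in two steps, submaximal then maximal.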
# TRPC6 inh = inhibitors of mouse TRPC6 channel. B-score at 10 µM. Q61143. hit rate 1.1% among 310,000. HEK293-TRPC6, membrane potential dye, ACh-evoked depolarization; stronger effect = lower value. AID 2553;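 active means B-score under library mean minus 3 SD, initial fluorescence not abnormally high, positive integrated signal ratio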;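 further: B-score derived from integrated fluorescence ratio over the kinetic read; more negative B-score means stronger inhibition of depolarization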
# The depositor's hits bear a star; i = inactive; · = no result given.
no. | SMILES | MrgX1 antagonist | MrgX1 ag | TRPC4 block | TMEM16A inh | TRPC6 inh | TMEM16A act | TRPC4 PAM | RGS4 inh | TRPC6 act | MrgX1 allo act | TRPC4 act
1 | COC(=O)c1cc(NC(=O)c2ccc(F)cc2)cc(C(=O)OC)c1 | i | i | i | i | i | i | i | i | i | i | i
2 | CN(C)C(=O)COC(=O)c1ccccc1NC(=O)c1ccco1 | i | i | i | i | i | i | i | i | i | i | i
3 | CN1CCN(C2Cc3cc(Cl)ccc3Sc3cc(F)ccc32)CC1 (configuration not stated) | i | i | i | i | i | i | i | i | i | i | i
4 | Cc1ccsc1/C=N/NC(=O)c1sccc1C | i | i | i | i | i | i | i | i | i | i | i
5 | O=S(NCc1ccccc1)C12CC3CC(CC(C3)C1)C2 (configuration not stated) | i | i | i | i | i | i | i | i | i | i | i
6 | COc1ccc(C2NC(=O)C(C)S2)cc1 (configuration not stated) | i | i | i | i | i | i | i | i | i | i | i
7 | CCNc1ccc(S(=O)(=O)NCCN(C)C)cc1[N+](=O)[O-] | i | i | i | i | i | i | i | i | i | i | i
8 | COc1cc(/C=C2\C(=O)N(c3ccc(NC(C)=O)cc3)N=C2c2ccccc2)ccc1O | i | i | i | i | i | i | 15* | 6.2* | i | i | i
9 | COc1ccc(NS(=O)(=O)c2ccc(N3CC(O)=C(c4ccccc4)C3=N)cc2)cc1 | i | i | i | i | i | i | i | i | i | i | i
10 | NC(=O)c1ccsc1NC(=O)CN1C(=O)C2CC=CCC2C1=O (configuration not stated) | i | i | i | i | i | i | i | i | i | i | i
11 | O=c1[nH]c2c(s1)C=Nc1ccccc1N2 | i | i | i | i | i | i | i | i | i | i | i
12 | CC(C)CN(C(=O)COC(=O)c1ccc(-c2ccccc2)cc1)C1CCS(=O)(=O)C1 (configuration not stated) | i | i | i | i | i | i | i | i | i | i | i
13 | COc1ccc(C(=O)Cn2ccsc2=NC(C)=O)cc1 | i | i | i | i | i | i | i | i | i | i | i
14 | COc1ccc(-n2ccnc(SCC(=O)NC3CCCC3)c2=O)cc1 | i | i | i | i | i | i | i | i | i | i | i
15 | COc1ccccc1C(=O)NC(=O)COC(=O)c1ccc(Cl)nc1 | i | i | i | i | i | i | i | i | i | i | i
16 | O=C(NCCc1ccccc1)C1CCN(S(=O)(=O)c2ccc(-n3cnnn3)cc2)CC1 | i | i | i | i | i | i | i | i | i | i | i
17 | COc1cccc(C(C(=O)NC(C)(C)C)N(CCC(C)C)C(=O)CCC(=O)Nc2cc(C)on2)c1OC (configuration not stated) | i | i | i | i | i | i | i | i | i | i | i
18 | Clc1ccccc1-c1nc(-c2ccccc2)n[nH]1 | i | i | i | i | i | · | i | i | i | i | i
19 | CC(NC(=O)Cc1ccccc1)c1ccccc1 (configuration not stated) | i | i | i | i | i | i | i | i | i | i | i
20 | O=C(NC(=S)Nc1ccccn1)c1ccc(-c2ccccc2)cc1 | i | i | i | i | i | i | i | i | i | i | i
21 | COC(=O)CSc1nnc(-c2c[nH]c3ccccc23)o1 | i | i | i | i | i | i | i | i | i | i | i
22 | Cc1cc(C)n(-c2ccc(NC(=O)C3CCCCN3C(=O)c3ccc(C)s3)cc2)n1 (configuration not stated) | i | i | i | i | i | i | i | i | i | i | i
23 | COc1cccc(CNC(=O)CCNC(=O)N2CCn3c2nc2ccccc23)c1 | i | i | i | i | i | i | i | i | i | i | i
24 | O=C1c2cnc3nc(SCc4cccc(Cl)c4)nn3c2CC2c3ccccc3CCN12 (configuration not stated) | i | i | i | i | i | i | i | i | i | i | i
25 | CCC(C)NC(=O)C1c2ccccc2C(=O)N1Cc1ccccc1 (configuration not stated) | i | i | i | i | i | i | i | i | i | i | i
26 | CCc1cc(C(=O)N/N=C/c2ccc(OC)cc2)c2ccccc2n1 | i | i | i | i | i | i | i | i | i | i | i
27 | O=C(Nc1ccc(S(=O)(=O)NCc2ccccc2)cc1)c1ccc(Br)o1 | i | i | i | i | i | i | i | i | i | i | i
28 | O=C(C1=C(O)C(=O)N(CC2CCCO2)C1c1ccccc1F)c1ccco1 (configuration not stated) | i | i | i | i | i | i | i | i | i | i | i
29 | COc1ccc2cc(Br)ccc2c1CC(=O)NCCCN1CCOCC1 | i | i | i | i | i | i | i | i | i | i | i
30 | O=C(Nc1nccs1)c1cccc(NC(=O)c2ccco2)c1 | i | i | i | i | i | i | i | i | i | i | i
31 | COCCN(C(=O)c1csnn1)C(C(=O)NC1CCCC1)c1ccccc1F (configuration not stated) | i | i | i | i | i | i | i | i | i | i | i
32 | CCc1ccc(OCCCC(=O)Nc2cccc(C(=O)O)c2)cc1 | i | i | i | i | i | i | i | i | i | i | i
33 | Cc1ccc(OCC(=O)N2c3ccccc3CC2C)c([N+](=O)[O-])n1 (configuration not stated) | i | i | i | i | i | i | i | i | i | i | i
34 | CCC(=O)Nc1sc2c(c1C(=O)OC)CCN(Cc1ccccc1)C2 | i | i | i | i | i | i | i | i | i | i | i
35 | CCCC1NC(=O)NC(C)=C1C(=O)OCC (configuration not stated) | i | i | i | i | i | i | i | i | i | i | i
36 | O=C(Nc1cc([N+](=O)[O-])ccc1F)c1cccs1 | i | i | i | i | i | i | i | i | i | i | i
37 | CCOC(=O)C1=C(CC)Nc2ccccc2N=C1NC(=O)c1ccc(S(=O)(=O)N2CCCC2)cc1 | i | i | i | i | i | i | i | i | i | i | i
38 | Cc1ccc(/C=C(\NC(=O)c2ccccc2)C(=O)OCc2ccccc2)cc1 | i | i | i | i | i | i | i | i | i | i | i
39 | COc1c(C)cc(C(=O)C2CCCN(S(=O)(=O)N(C)C)C2)cc1C (configuration not stated) | i | i | i | i | i | i | i | i | i | i | i
40 | CCCOCn1cc(F)c(=O)[nH]c1=O | i | i | i | i | i | i | i | i | i | i | i
41 | Cc1nc2ncnn2c(N2CCN(C(=O)c3cccc(F)c3)CC2)c1Cc1ccccc1 | i | i | i | i | i | i | i | i | i | i | i
42 | CCN1C(=O)N[C@H](c2ccc(Br)cc2)C(C(C)=O)=C1C | i | i | i | i | i | i | i | i | i | i | i
43 | Cc1ccccc1NS(=O)(=O)c1ccc(C(=O)NCC(c2ccccc2)N(C)C)cc1 (configuration not stated) | i | i | i | i | i | i | i | i | i | i | i
44 | COc1c(Cl)cc(C(=O)NCc2ccco2)cc1Cl | i | i | i | i | i | i | i | i | i | i | i
45 | O=C(Cn1c(O)c(/C=C2\C=Nc3ccc(Br)cc32)sc1=O)N1CCCC1 | i | i | i | i | i | i | i | i | i | i | i
46 | Cc1nc(SCC(=O)NCC2CCCO2)c2c3c(sc2n1)CCCC3 (configuration not stated) | i | i | i | i | i | i | i | i | i | i | i
47 | CCOc1ccc(N(Cc2cc3ccc(C)cc3[nH]c2=O)S(=O)(=O)c2ccccc2)cc1 | i | i | i | i | i | i | i | i | i | i | i
48 | CCOC(=O)C1CCCN(C(=O)c2sc3nc(-c4ccccc4)cn3c2C)C1 (configuration not stated) | i | i | i | i | i | i | i | i | i | i | i
49 | CC(C)C(NC(=O)c1ccc2c(c1)OCO2)C(=O)N/N=C/c1cccs1 (configuration not stated) | i | i | i | i | i | i | i | i | i | i | i
50 | Cc1cc(C)n(CC(=O)O)c(=O)c1[N+](=O)[O-] | i | i | i | i | i | i | i | i | i | i | i
51 | COCCn1c(N)c(C(=O)Nc2sc3c(c2C(=O)OC)CCCC3)c2nc3ccccc3nc21 | i | i | i | i | i | i | i | i | i | i | i
52 | COc1cc(/C=N/NC(=O)C(N)=O)ccc1OC(=O)c1cccs1 | i | i | i | i | i | i | i | i | i | i | i
53 | Cc1cccc(NC(=O)Nc2cccnc2)c1C | i | i | i | i | i | i | i | i | i | i | i
54 | O=C(CCc1n[nH]c(=O)[nH]c1=O)N/N=C/c1ccco1 | i | i | i | i | i | i | i | i | i | i | i
55 | COC(=O)Cn1c(C(=O)N2CCCC2)cc2c1C[C@H]1CN(C(=O)c3ccccc3)[C@@](Cc3ccc(F)cc3)(C(=O)OC)[C@@H]21 | i | i | · | i | · | i | · | · | · | i | ·
56 | COC(=O)CSc1nnc(-c2ccccc2OC)o1 | i | i | i | i | i | i | i | i | i | i | i
57 | Nc1nc(-c2ccc3c(c2)CCO3)cs1 | i | 38* | i | i | i | i | i | i | i | i | i
58 | COc1cccc(C2Nc3c(F)cc(Br)cc3C3C=CCC32)c1OC (configuration not stated) | i | i | i | i | i | i | i | i | i | i | i
59 | O=C(NC(Cc1ccccc1)C(=O)O)c1ccccc1 (configuration not stated) | i | i | i | i | i | i | i | i | i | i | i
60 | Cc1cccc2cc(C3CC(c4ccco4)=NN3S(=O)(=O)c3ccccc3)c(Cl)nc12 (configuration not stated) | i | i | i | i | i | i | i | i | i | i | i

# (list continues)
no. | SMILES | MrgX1 antagonist | MrgX1 ag | TRPC4 block | TMEM16A inh | TRPC6 inh | TMEM16A act | TRPC4 PAM | RGS4 inh | TRPC6 act | MrgX1 allo act | TRPC4 act
61 | COc1ccccc1C(=O)COC(=O)c1nc(Cl)ccc1Cl | i | i | i | i | i | i | i | i | i | i | i
62 | COc1cc(/C=N/NC(=O)C(Cc2c[nH]c3ccccc23)NC(=O)OCC(C)C)cc([N+](=O)[O-])c1OCc1ccccc1 (configuration not stated) | i | i | i | i | i | i | i | i | i | i | i
63 | COCCSc1ccccc1C(=O)Nc1nnc(COC)s1 | i | i | i | i | i | i | i | i | i | i | i
64 | N/C(=N\c1nc(CSc2ccc(Cl)cc2)cc(=O)[nH]1)Nc1cccc2ccccc12 | i | i | i | i | i | i | i | i | i | i | i
65 | Cc1ccc(S(=O)(=O)N(C)c2ccc(C(=O)N3CCc4ccccc4C3)cc2)cc1 | i | i | i | i | i | i | i | i | i | i | i
66 | Cc1ccc(C(=O)Nc2cccc(N(C)S(C)(=O)=O)c2)cc1S(=O)(=O)Nc1ccccc1 | i | i | i | i | -7.7* | i | i | i | i | i | i
67 | Cc1ccc(CNC(=O)CS(=O)Cc2nc(-c3ccccc3F)oc2C)cc1 (configuration not stated) | i | i | i | i | i | i | i | i | i | i | i
68 | Cc1cccc(N(C)Cc2nnc(-c3cccc(Br)c3)o2)c1 | i | i | i | i | i | i | i | i | i | i | i
